# HT1080 IDH1KD tx: HT-1080 IDH1 knockdown cell toxicity (counter line); 360,000 tested, 2% active; Potency, µM (series often up to 46.1 µM), for inactives: at the highest dose activity, negative = toxicity, actives largely listed as cytotoxic; HT-1080 IDH1 knockdown viability, ATP luminescence, 48 h;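 note: potency is the fitted concentration of half-maximal effect; 0% = DMSO wells and -100% = cell-free medium wells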
#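 Luminescent ATP read-out (CellTiter-Glo, 10 min at room temperature) after 48 h compound exposure at 37 °C gave viability of IDH1-knockdown HT-1080 cells. Activity was normalised to DMSO and cell-free wells, then fitted as concentration-response curves.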
# ATXN viability: reduces viability in counter-screen for ATXN expression inhibitors; S2 cells (HEK-293 line with an ATXN2-luciferase reporter) viability, CellTiter-Fluor protease fluorescence, 24 h; Potency, µM (doses to about 56.7 µM), hits mostly cytotoxic; 400,000 tested, 0.49% active; AID 651635; note: potency is the fitted concentration of half-maximal effect; nearly all actives have a fitted effect of over 40% in size
# HT1080NT lethal: kills 2HG-producing HT-1080-NT fibrosarcoma cells. 360,000 tested, 1.6% active. HT-1080-NT fibrosarcoma viability, CellTiter-Glo ATP luminescence, 48 h. Potency, µM (doses to about 46.1 µM), without a hit: top-dose activity, negative = less viability, hits mostly cytotoxic;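 note: NT is the 2HG producing partner of a matched IDH1 knockdown line; potency is the fitted concentration of half-maximal effect; 0% = DMSO-treated cells and -100% = media-only wells without cells; nearly all actives have a fitted effect of over 55% in size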
#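 Luminescent CellTiter-Glo readout after 48 hours of compound exposure at 37 degrees C defined viability of HT-1080-NT cells. Activity was normalized to DMSO wells and cell-free media wells; concentration-response curves were fitted and assigned curve classes.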
# SW480 rereplic: induces DNA re-replication in SW480 colon adenocarcinoma cells; AID 624297; SW480 DNA re-replication, Hoechst DNA content imaging, 48 h; Potency, µM (titrated, usually from 46.1 µM), without a hit: at the highest dose re-replication activation, actives largely listed as activators; 340,000 tested, 1.8% active; note: potency is the fitted concentration of half-maximal effect; % of control where 0% means no effect; nearly all actives have a fitted effect of over 55% in size
#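 Per well, 250 cells were exposed to pinned compound for 48 hr. Nuclear DNA was visualised with Hoechst (40 min, 37 C) and total object intensity recorded by fluorescence scanning.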
# ATXN2 expr inh: inhibitors of ATXN2 expression. HEK-293 ATXN2-luciferase reporter, luminescence, 24 h. Potency, µM (highest dose often 57 µM), without a hit: at the highest dose activity change, negative = inhibition, usual class: inhibitors. 360,000 tested, 0.72% active. AID 1745845; note: potency is the fitted concentration of half-maximal effect; % is set by controls: 0 for no effect and ±100 for the full control effect; nearly all actives have a fitted effect of over 55% in size
#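 ATXN2-luciferase reporter cells (luciferase flanked by upstream and downstream ATXN2 gene portions) were treated 24 h at 37 °C with compounds at up to 57 uM. SteadyGlo luminescence gave expression; GF-AFC fluorescence gave viability.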
# IL-1B inflam inh: inflammasome signaling inhibition, IL-1 beta readout; activity change, % at 57.5 µM; THP-1 LPS/ATP IL-1B secretion, AlphaLISA, 16 h; stronger effect = lower value; 360,000 tested, 4.7% active; AID 743279; in the data active = activity change below about -50%; inconclusive = mostly about -30% to -49%; note: % is set by controls: 0 for no effect and ±100 for the full control effect
#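 Secreted IL-1B measured by AlphaLISA bead assay after 16 h compound exposure of THP-1 cells; compounds (final up to 57.5 uM) added 1 h before LPS (250 ng/mL) and ATP (1.25 mM) stimulation; lower signal means less secretion.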
# KB-3-1 cytotox: kills parental KB-3-1 adenocarcinoma cells | KB-3-1 viability, CellTiter-Glo ATP luminescence, 72 h | Potency, µM (series often up to 46.1 µM), without a hit: top-dose activity change, negative = cytotoxic, hits mostly cytotoxic | 400,000 tested, 1.4% active | AID 1347075; note: potency is the fitted concentration of half-maximal effect; % is set by controls: 0 for no effect and ±100 for the full control effect; nearly all actives have a fitted effect of over 60% in size
#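 Parental KB-3-1 adenocarcinoma cells in phenol-red-free DMEM with 10% FBS were pin-treated with compounds at several concentrations, incubated 72 h at 37 °C, and viability read by CellTiter-Glo luminescence; concentration-effect curves were fitted after normalization.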
# KB-V1 cytotox: kills drug-selected multidrug resistant KB-V1 cells | 400,000 tested, 3.4% active | Potency, µM (titrated, usually from 46.1 µM), for the others: top-dose activity change, negative = cytotoxicity, usual class: cytotoxic | AID 1347076 | KB-V1 MDR cells viability, CellTiter-Glo, 72 h; note: potency is the fitted concentration of half-maximal effect; % is set by controls: 0 for no effect and ±100 for the full control effect; nearly all actives have a fitted effect of over 60% in size
#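 Following 72 h at 37 degrees C with compound, KB-V1 cell viability was read by CellTiter-Glo luminescence, medium being phenol-red-free DMEM plus 10% FBS; concentration-response parameters came from normalized, curve-fitted qHTS data.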
# MCF10A rerep: DNA re-replication induction in MCF 10a cells; MCF 10A DNA re-replication, Hoechst nuclear intensity, 48 h; Potency, µM (top dose mostly 46.1 µM), for inactives: at the highest dose activity, positive = re-replication, hits mostly activators; 350,000 tested, 2.9% active; AID 624296; note: potency is the fitted concentration of half-maximal effect; % of control where 0% means no effect; nearly all actives have a fitted effect of over 50% in size
# Numbers without * were called inactive; i = inactive; ? = inconclusive; / = no result given; [ ] = remark or other dose. Unless noted, calls come from the whole dose curve; as a rule, active = well fitted curve in the direction sought with a large enough effect; inconclusive = small, poorly fitted or top-dose-only effect, or another doubt; inactive = no such curve, though single readings can be large; an effect the other way counts as inactive or inconclusive.
# Below each SMILES – HT1080 IDH1KD tx, ATXN viability, HT1080NT lethal, SW480 rereplic, ATXN2 expr inh, IL-1B inflam inh, KB-3-1 cytotox, KB-V1 cytotox, MCF10A rerep
1) Cc1cccc(S(=O)(=O)N2C[C@@H](O)COC[C@@H]3O[C@H](CC(=O)NCCCN4CCOCC4)CC[C@H]32)c1
  28%, /, 16%, /, /, 14, 4%, 1%, /
2) COc1ccc(N/N=C(/C)c2cnnc(-c3ccccc3)n2)cc1
  23%, ?, 2%, 5%, 16%, 11, -8%, ?, 14%
3) COc1ccc(Cn2cc(CN3CCc4onc(-c5ccccc5OC)c4C3=O)nn2)cc1
  -1%, ?, -2%, /, 7%, 28, -3%, 0%, /
4) COCCCNC(=O)c1ccccc1Oc1ccccc1
  2%, i, 1%, -5%, -5%, 14, 3%, 0%, 0%
5) Cc1ccccc1Nc1nnc(-c2ccc(C(=O)NCCO)cc2)c2ccccc12
  -5%, i, 11%, -5%, /, 26, 1%, -3%, 1%
6) Cc1cccc(-n2c(Cc3ccccc3)n[nH]c2=S)c1
  -7%, i, 0%, -4%, 3%, 10, -8%, 2%, 2%
7) O=c1c2cccnc2n(Cc2cccc(F)c2)c(=O)n1Cc1ccccc1Cl
  /, i, /, /, 5%, /, 5%, ?, /
8) Cc1cc(C)c2c(CC(=O)Nc3ccc(S(=O)(=O)Nc4nc(C)cc(C)n4)cc3)coc2c1
  /, i, /, /, -18%, /, 5%, 19%, /
9) Cc1nc(SCc2c(F)cccc2Cl)n[nH]1
  8%, i, 9%, 4%, 58%[activator], 0, -7%, -5%, -4%
10) CCN(CC)c1ccc(/C=C/C(=O)c2cccnc2)cc1
  -8%, i, 15%, -2%, /, 6, -12%, 4%, -5%
11) OC(c1ccccc1)c1nc(-c2ccccc2)cs1 (centres undefined)
  -5%, i, 3%, /, 67%[activator], 47, ?, ?, /
12) CN(C)/N=C/c1c(O)ccc2ccccc12
  -6%, i, -1%, -6%, 7%, -6, 0%, 20%, -4%
13) O=C(CCNC(=O)c1ccccc1Cl)Nc1ccc2c(c1)OCO2
  7%, i, 9%, -6%, -7%, -23, 11%, 16%, -1%
14) COc1ccc2oc(=O)c(C(=O)Nc3cccc(C(C)=O)c3)cc2c1
  13%, i, 9%, 1%, /, -5, 2%, 0%, -2%
15) CC(C)NS(=O)(=O)c1cccc2nsnc12
  2%, i, 13%, -7%, 6%, -8, -9%, 21%, 16%
16) CC(=O)N1CCN(c2ccc(NCc3ccc(C(C)C)cc3)cc2)CC1
  -25%, i, -12%, ?, 73%[activator], 0, -26%, -6%, 9%
17) O=C(COc1ccc([N+](=O)[O-])cc1)Nc1nnc(-c2cccnc2)s1
  -3%, i, 0%, -3%, /, -13, 29%, -12%, -3%
18) CCn1c(-c2ccc(Cl)cc2)n[nH]c1=S
  ?, i, ?, 17%, 0%, -6, ?, 10µM*, 1%
19) COc1ccc(C)cc1S(=O)(=O)Nc1ccncc1
  -8%, i, -1%, -1%, 12%, 4, 4%, -1%, -1%
20) CCSC1=C(C#N)C(c2ccc(Cl)cc2)C2=C(CCCC2=O)N1 (centres undefined)
  ?, i, ?, 17%, -20%, -10, -4%, -24%, ?

# Part of the list above in order of heavy-atom count, descending:
# Below each SMILES – HT1080 IDH1KD tx, ATXN viability, HT1080NT lethal, SW480 rereplic, ATXN2 expr inh, IL-1B inflam inh, KB-3-1 cytotox, KB-V1 cytotox, MCF10A rerep
1) Cc1cccc(S(=O)(=O)N2C[C@@H](O)COC[C@@H]3O[C@H](CC(=O)NCCCN4CCOCC4)CC[C@H]32)c1
  28%, /, 16%, /, /, 14, 4%, 1%, /
3) COc1ccc(Cn2cc(CN3CCc4onc(-c5ccccc5OC)c4C3=O)nn2)cc1
  -1%, ?, -2%, /, 7%, 28, -3%, 0%, /
5) Cc1ccccc1Nc1nnc(-c2ccc(C(=O)NCCO)cc2)c2ccccc12
  -5%, i, 11%, -5%, /, 26, 1%, -3%, 1%
7) O=c1c2cccnc2n(Cc2cccc(F)c2)c(=O)n1Cc1ccccc1Cl
  /, i, /, /, 5%, /, 5%, ?, /
16) CC(=O)N1CCN(c2ccc(NCc3ccc(C(C)C)cc3)cc2)CC1
  -25%, i, -12%, ?, 73%[activator], 0, -26%, -6%, 9%
14) COc1ccc2oc(=O)c(C(=O)Nc3cccc(C(C)=O)c3)cc2c1
  13%, i, 9%, 1%, /, -5, 2%, 0%, -2%
2) COc1ccc(N/N=C(/C)c2cnnc(-c3ccccc3)n2)cc1
  23%, ?, 2%, 5%, 16%, 11, -8%, ?, 14%
20) CCSC1=C(C#N)C(c2ccc(Cl)cc2)C2=C(CCCC2=O)N1 (centres undefined)
  ?, i, ?, 17%, -20%, -10, -4%, -24%, ?
4) COCCCNC(=O)c1ccccc1Oc1ccccc1
  2%, i, 1%, -5%, -5%, 14, 3%, 0%, 0%
6) Cc1cccc(-n2c(Cc3ccccc3)n[nH]c2=S)c1
  -7%, i, 0%, -4%, 3%, 10, -8%, 2%, 2%
19) COc1ccc(C)cc1S(=O)(=O)Nc1ccncc1
  -8%, i, -1%, -1%, 12%, 4, 4%, -1%, -1%
9) Cc1nc(SCc2c(F)cccc2Cl)n[nH]1
  8%, i, 9%, 4%, 58%[activator], 0, -7%, -5%, -4%
18) CCn1c(-c2ccc(Cl)cc2)n[nH]c1=S
  ?, i, ?, 17%, 0%, -6, ?, 10µM*, 1%

# Next section:
# Below each SMILES – HT1080 IDH1KD tx, ATXN viability, HT1080NT lethal, SW480 rereplic, ATXN2 expr inh, IL-1B inflam inh, KB-3-1 cytotox, KB-V1 cytotox, MCF10A rerep
21) Cc1nnc(SCc2ccccc2)nc1-c1ccccc1
  24%, i, 19%, -9%, 49%[activator], -9, -6%, 11%, 3%
22) CCC1(c2ccc(C)cc2)NC(=O)N(CC(=O)Nc2cccc(S(=O)(=O)N3CCCC3)c2)C1=O (centres undefined)
  4%, i, 3%, -15%, -8%, 12, -6%, 0%, 12%
23) O=[N+]([O-])c1ccc(Cl)c(S(=O)(=O)Nc2ccc3cn[nH]c3c2)c1
  -14%, i, -3%, 2%, -2%, -2, -2%, 7%, -11%
24) CC1Cc2ccccc2N1C(=O)CNc1cccc(S(=O)(=O)N2CCCC2)c1 (centres undefined)
  -1%, i, -1%, ?, -23%, 0, -12%, ?, ?
25) COc1cc(-c2n[nH]c(=S)n2-c2ccccc2C(F)(F)F)cc(OC)c1OC
  15%, i, -3%, -4%, 5%, 6, -5%, 0%, 10%
26) CCn1c(=O)cc(SCC(=O)N2CCCCC2)c2ccccc21
  -6%, i, -2%, -4%, 51%[activator], -13, -11%, ?, 15%
27) COc1cccc(-n2cnc3sc4c(c3c2=O)CCC4)c1
  -4%, i, 0%, -5%, 9%, 7, 15%, ?, -5%
28) CCOc1ccc(NC(=O)Cn2c(CCC(=O)O)ccc2-c2ccc(Cl)cc2)cc1
  /, i, /, /, 2%, /, 13%, 1%, /
29) C#CC1(NC(=O)NCCCC)CCCCC1
  0%, i, 2%, -1%, 12%, 13, 6%, 9%, -6%
30) O=C(CN1CCN(c2cccc(Cl)c2)CC1)NCc1ccccc1
  -10%, i, -4%, -1%, /, -8, -28%, 1%, ?
31) Cc1ncc(CN2CCCC(C(=O)Nc3ccc(-c4ccco4)cc3)C2)n1C (centres undefined)
  -16%, i, -19%, 0%, -10%, i, 16%, -16%, ?
32) COc1ccc(-c2c3c(=O)n(C)c(=O)n(C)c3c3c(-c4ccccc4)nc4ccccc4n23)cc1
  /, i, /, /, 4%, /, -5%, 4%, /
33) O=C1c2oc3ccc(F)cc3c(=O)c2C(c2cccc([N+](=O)[O-])c2)N1CCCN1CCOCC1 (centres undefined)
  /, i, /, /, 0%, /, -2%, 17%, /
34) CCOC(=O)C1C(=O)C=C(C)C(C(=O)OCC)C1c1cccc([N+](=O)[O-])c1 (centres undefined)
  5%, i, -2%, 5%, 6%, -4, -15%, -6%, 12%
35) Cc1ccc(NC(=O)CN(c2ccccc2)S(=O)(=O)N(C)C)cc1Cl
  /, ?, /, /, ?, /, ?, 12µM*, /
36) CCOC(=O)CSc1nnc(NC(=O)c2cc([N+](=O)[O-])cc([N+](=O)[O-])c2)s1
  9%, i, 7%, -8%, -8%, 13, -2%, 0%, 9%
37) Cc1ccc(C(=O)N/C(=C\c2ccc3c(c2)OCO3)C(=O)N2CCOCC2)cc1
  14%, i, 6%, 8%, 6%, 15, 9%, 2%, 1%
38) C=CCOc1ccc(CN(C)C(=O)CNC(=O)c2ccc(-c3ccccc3)cc2)cc1
  ?, i, -26%, ?, -32%, -8, 4.6µM*, 2.3µM*, -1%
39) Cc1nn(C(=O)c2cccc(F)c2)c(C)c1S(=O)(=O)N1CCOCC1
  /, i, /, /, 9%, /, 5%, -2%, /
40) COc1ccc(C(CNC(=O)CNS(=O)(=O)c2ccc(NC(C)=O)cc2)N2CCOCC2)cc1 (centres undefined)
  -1%, i, -8%, 1%, 5%, 2, 8%, -3%, 3%
41) CC1CCN(S(=O)(=O)c2ccc3c(c2)oc(=O)n3CC(=O)NC(C)c2ccccc2)CC1 (centres undefined)
  /, i, /, /, -36%, /, ?, -22%, /
42) COc1cccc(OCC(O)CNC(C)c2ccccc2)c1 (centres undefined)
  ?, i, -21%, 1%, -16%, -25, -13%, -12%, 1%
43) COc1ccccc1CNC(=O)CN1C(=O)COc2ccc(S(=O)(=O)N3CCCCC3)cc21
  9%, ?, 8%, 2%, -8%, -8, 4%, 0%, -2%
44) C=CCn1c(SCC(=O)c2ccc(Cl)cc2)nnc1-c1ccc2c(c1)OCO2
  -12%, i, 0%, ?, -17%[11.3 µM], ?, 3%, ?, -4%
45) O=C(COC(=O)c1cccs1)NCc1ccccc1
  14%, i, 13%, -2%[9.22 µM], 1%, 15, 7%, 11%, -3%
46) Oc1ccc(/C=N/Nc2ccccc2)cc1
  ?, i, -20%, -2%, -19%, 24, 4%, 1%, 4%
